IDE cell activ: IDE (human) activation, cell-based | P14735 | HEK cells, FAbeta-B cleavage, fluorescence polarization; 0% vehicle, 100% cell-free pure enzyme wells | activation, % at 5.96 µM | 0.073% of 340,000 active | AID 493087;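 active = activation above the mean of all tested compounds plus 3 SD, set per screening campaign, cut at about 17% in these data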
PfM18AAP inh: PfM18AAP enzyme inhibition; recombinant PfM18AAP, H-Glu-NHMec fluorogenic cleavage; inhibition, % at 7.35 µM; 1.2% of 290,000 active; AID 1822;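 active = inhibition above the campaign mean inhibition over all tested compounds plus 3 SD, cut at about 28% in these data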;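 also: 0% = plate median of test compound wells and 100% = 2 mM ZnCl2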
VIM-2 inhibitor: inhibitors of Pseudomonas aeruginosa VIM-2 metallo-beta-lactamase. AID 1527. 0.89% of 290,000 active. purified VIM-2, nitrocefin hydrolysis, epi-absorbance fluorescence. inhibition, % at 5.6 µM;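 active = inhibition above the mean of all tested compounds plus 3 SD, cutoff set per screening run, cut at about 7.5% in these data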;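 also: red hydrolysis product quenches plate fluorescence so inhibitors raise well fluorescence; 0% = enzyme with DMSO and 100% = DMSO without enzyme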
FID counter: counter-screen for HCV NS3 helicase inhibitors: DNA intercalator displacement | DNA fluorescent intercalator displacement, fluorescence | inhibition, % at 7.9 µM | 0.17% of 290,000 active | AID 1845; in the data active = inhibition above about 37%;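 also: 0% = vehicle and 100% = reference compound; higher means more ethidium bromide displaced from hairpin DNA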
UBC9 SUMO inh: inhibitors of human SUMOylation (UBC9). P63279. HTRF SUMOylation assay, SAE1/SAE2 + UBC9, in vitro. inhibition, % at 35 µM. 0.36% of 290,000 active. AID 2006; in the data active = inhibition above about 50%, passing the limit was not always enough; also: strong numbers were not always called active
Target sequence (P63279 whole entry, looked up): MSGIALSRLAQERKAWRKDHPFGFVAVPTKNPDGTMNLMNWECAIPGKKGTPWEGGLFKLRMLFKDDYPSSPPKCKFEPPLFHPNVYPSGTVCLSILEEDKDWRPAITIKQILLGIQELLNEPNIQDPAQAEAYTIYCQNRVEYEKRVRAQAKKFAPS
NS3 helicase inh: inhibitors of Hepatitis C virus NS3 helicase; NS3 helicase DNA unwinding, Cy5 molecular beacon fluorescence; AID 1800; 0.56% of 290,000 active; inhibition, % at 10.9 µM;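 active = inhibition above the mean of all tested compounds plus 3 SD, set per campaign, cut at about 35% in these data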;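 also: 0% = DMSO wells and 100% = thioflavine S control wells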
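System: NS3 helicase fragment of HCV / Schedule: 1 h at 25 °C / Control set: DMSO alone as 0% and 110 µM thioflavine S as 100% / Reagent: Cy5/quencher beacon DNA duplex and ATP to start / Technique: Cy5 fluorescence / Replication: singlicate / Evaluation: % inhibition of end-to-start signal ratio versus controls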
IMP-1 inhibitor: inhibitors of Pseudomonas aeruginosa IMP-1 metallo-beta-lactamase. 0.45% of 290,000 active. purified IMP-1, nitrocefin hydrolysis, epi-absorbance fluorescence. inhibition, % at 5.6 µM. AID 1556;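 active = inhibition above the mean plus 3 SD of all compounds in the same screening run, cut at about 4.5% in these data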;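 also: 0% = IMP-1 with DMSO and 100% = DMSO wells lacking enzyme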
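System – purified recombinant IMP-1 beta-lactamase · Input – IMP-1 dispensed at 0.2 nM · Timing – 15 min preincubation plus 25 min reaction at 25 °C · Signal – Epi-absorbance fluorescence, 480 nm excitation, 530 nm emission · Measure – percent IMP-1 inhibition derived from blank-referenced optical density · Controls – Enzyme-plus-DMSO low control, enzyme-free DMSO high control · Replication – singlicate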
pCIP destab: lowers stability of the mouse p/CIP coactivator protein | Q05BA5 | decrease of EGFP signal, % at 10 µM | AID 1984 | 0.01% of 290,000 active | F442A p/CIP-EGFP cells, EGFP fluorescence, 16 h;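 active = EGFP signal decrease of at least 30% at 10 µM or well 3 SD below plate mean, unless failing retest; inactive = the rest, including hits failing retest or dose response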; also: some compounds called inactive have numbers as strong as hits; many of its hits are not listed in these tables
IDE cell inh: cellular human IDE inhibition | P14735 | 0.41% of 320,000 active | inhibition, % at 5.59 µM | HEK cells, FAbetaB cleavage, fluorescence polarization | AID 434962;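 active = percent inhibition above the average of all tested compounds plus 3 SD, set per screening campaign, cut at about 16% in these data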;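 also: IDE supplied by intact live HEK cells; FP after avidin binding of uncleaved biotin substrate so inhibition keeps polarization high; 0% = DMSO wells and 100% = 60 µM reference IDE inhibitor Ii1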
* = called active by the depositor; · = not tested or not shown.

SMILES | IDE cell activ | PfM18AAP inh | VIM-2 inhibitor | FID counter | UBC9 SUMO inh | NS3 helicase inh | IMP-1 inhibitor | pCIP destab | IDE cell inh
COc1c(C)cc(Br)cc1C(=O)Nc1ccccc1N1CCN(C(=O)c2ccccc2)CC1 | 5 | -5 | -2.2 | -1 | 2 | 5 | -1.2 | -8 | 2
COc1cccc(C(=O)COC(=O)CCCC(=O)NC2CCCCC2)c1 | 2 | -1 | 0.3 | -29 | 16 | 2 | -0.3 | -10 | 1
S=C1SCN(Cc2ccco2)CN1Cc1ccco1 | 4 | 6 | -0.3 | -2 | 18 | 4 | -0.4 | -16 | 0
CSc1nc2ccc(S(=O)(=O)NC3CCCCC3)cc2s1 | 0 | -12 | -0.8 | -16 | 14 | -6 | -0.8 | -4 | 1
O=c1cc(CSc2ccc(Cl)cc2)nc(-c2ccncc2)[nH]1 | 4 | 1 | -1.7 | -1 | 4 | -2 | -1.9 | 13 | -4
CCN(c1ccc(OC)cc1)S(=O)(=O)c1nnc(NC(=O)c2ccccc2Cl)s1 | 2 | -4 | 0.6 | -37 | · | 1 | -1.5 | -6 | 5
CC(=O)OC(C(=O)n1nc(C)cc1C)c1ccccc1 (stereo unspecified) | 3 | -1 | -6.4 | -2 | 11 | 6 | -1.6 | 4 | 5
O=C(NCc1cccc(OC(F)(F)F)c1)C1CCC(=O)N(Cc2cccc(F)c2)C1 (stereo unspecified) | -3 | -4 | -1.6 | -24 | 6 | -1 | -1.5 | -8 | -4
Cc1cc(-c2ccc(Br)s2)nc(-n2cccc2)n1 | -10 | 5 | -1.2 | 0 | 24 | 6 | -2.3 | -8 | ·
COc1ccc2c(c1)c1ncn(CCN3CCNCC3)c(=O)c1n2C | 2 | 1 | 14* | 10 | 22 | 5 | -1.0 | -2 | 7
CC(=O)CCc1ccc(OC(=O)c2cccnc2)cc1 | 1 | -2 | -4.7 | -2 | 8 | 4 | -1.0 | -9 | -1
c1ccc(-c2cnnc(N3CCCCC3)n2)cc1 | -3 | 8 | -2.0 | -9 | 6 | -4 | -1.5 | -3 | -2
O=C(NCC(=O)N(Cc1ccccc1)C(C(=O)NC1CCCC1)c1ccncc1)c1ccco1 (stereo unspecified) | 4 | 6 | -1.1 | -7 | 14 | -4 | -3.8 | 1 | 4
CC[n+]1ccc(/C=C2\Sc3ccccc3N2CCCS(=O)(=O)[O-])c2ccccc21 | 3 | 4 | -3.2 | -2 | 20 | 6 | -1.7 | -3 | 17*
Cn1c(SCc2ccc(Cl)cc2)nnc1-c1ccc2nonc2c1 | 0 | 3 | -3.1 | -2 | 11 | 0 | -1.9 | 3 | 11
CC(OC(=O)C1CCCCC1)c1nc2ccccc2[nH]1 (stereo unspecified) | -2 | 1 | -1.8 | -7 | -8 | -3 | -3.2 | -3 | 1
COC(=O)[C@@H](NC(=O)O[C@@H]1C(=O)c2cc(Br)ccc2O[C@H]1c1cccc(OC)c1)C(C)C | · | 3 | -2.7 | -15 | -3 | -18 | 0.1 | 7 | 4
CCOc1ccccc1CNC(=O)c1ccc(NC(=O)C2=CSCCO2)cc1 | 5 | 2 | -2.2 | -30 | -6 | -6 | -4.0 | -8 | 1
O=C(Nc1ccccc1C(F)(F)F)C1CCCC1 | 6 | -8 | -1.4 | 0 | 0 | -11 | -0.9 | -1 | -1
O=C(CCNC(=O)N1CC(=O)Nc2ccccc21)NCCc1cccc(F)c1 | 8 | -1 | 0.1 | -11 | -13 | 13 | -1.5 | -4 | 4
COc1ccc(-c2ncncc2-c2csc(C)n2)c(O)c1 | 2 | 15 | 1.8 | -7 | 16 | 17 | 0.6 | -5 | -2
CCOC(=O)c1[nH]c(C)c(CN(CCc2ccccc2)S(C)(=O)=O)c1C | 5 | 5 | -0.8 | -25 | 9 | 8 | -5.2 | -6 | 3
COc1ccc(N2CCCC2)c(NC(=O)c2ccc([N+](=O)[O-])o2)c1 | 3 | 23 | -2.0 | -24 | 12 | -9 | -4.6 | -32 | -1
Cc1ccc(/C=[N+](/C)[O-])cc1 | 4 | 3 | -1.3 | -3 | 9 | -1 | -0.5 | 1 | -16
NC(=O)c1nsc(C(=O)N(c2ccccc2)C(C(=O)NCc2ccc(F)cc2)c2ccco2)c1N (stereo unspecified) | 0 | 18 | 0.0 | -23 | -11 | -7 | -5.2 | -8 | 2
CCCCn1c(=O)[nH]c(=O)c2c1nc(-c1ccc([N+](=O)[O-])cc1)n2CC | 1 | 8 | -4.2 | -24 | -6 | -18 | -2.3 | -13 | -1
O=C(COc1ccc2ccc(=O)oc2c1)NCCc1c[nH]c2ccc(F)cc12 | 5 | -15 | 2.3 | -1 | 5 | 16 | 0.2 | -13 | 3
O=C(COC(=O)C1C2CC3OC(=O)C1C3C2)Nc1ccc(Br)cc1 (stereo unspecified) | -4 | 0 | -1.1 | -7 | 14 | 12 | -0.8 | -20 | 1
CCC(=O)N1CCCn2c1nc1ccccc12 | 0 | -6 | -0.5 | 2 | 6 | 4 | -0.5 | 9 | -4
CCOC(=O)c1cc2sc(C)cc2n1CC(=O)N1CCc2ccccc21 | 7 | 5 | 0.8 | -4 | 15 | -9 | -1.5 | -10 | 4
COc1ccc(OC)c(N(CC(=O)Nc2ccccc2)S(=O)(=O)c2ccccc2)c1 | 5 | -4 | 0.1 | -27 | 11 | -2 | -0.4 | -11 | -4
COc1ccc(C(=O)NC(=S)Nc2ccc(N3CCN(C(C)=O)CC3)cc2)cc1[N+](=O)[O-] | 2 | -7 | -0.4 | -22 | 13 | 4 | -1.7 | -7 | 7
COc1cc(OC)c(C(=O)OCCCOC(=O)c2cc(OC)c(OC)cc2OC)cc1OC | 0 | 9 | -2.5 | -31 | -8 | 4 | 0.2 | -4 | ·
Cc1cc(C(=O)N2CCN(C(=O)C3CCCO3)CC2)no1 (stereo unspecified) | 0 | 3 | -4.6 | -2 | 14 | -6 | -0.1 | -7 | -1
COc1ccc2c(c1)CC(C1(O)C(=O)Nc3ccccc31)C2=O (stereo unspecified) | 1 | -6 | 0.1 | 0 | -12 | 9 | -0.5 | -8 | 5
COc1ccc(Cl)c(Cn2c(NCc3ccco3)nc3c2c(=O)n(C)c(=O)n3C)c1 | 2 | 9 | -3.0 | -8 | -1 | -2 | -2.6 | -32 | 0
Cc1ccc(OC(C)C(=O)Nc2ccc(S(=O)(=O)Nc3nccs3)cc2)cc1 (stereo unspecified) | 2 | -1 | -3.9 | -47 | 7 | -11 | -3.2 | -8 | -2
O=C(Nc1ccccc1CC[N+](=O)[O-])N1CCN(c2ccccc2)CC1 | 4 | 4 | -1.7 | -5 | -2 | 7 | 0.4 | -12 | 5
CCC(C)NC(=S)Nc1ccccc1 (stereo unspecified) | 7 | -1 | -2.3 | -1 | 10 | 4 | -2.9 | 0 | ·
Cc1cccc(-c2nc(CSc3nc4c(c(=O)[nH]3)CCC4)c(C)o2)c1 | 7 | -8 | 0.8 | -4 | 10 | 4 | -3.0 | 4 | 0
CC(C)COc1ccc(/C(O)=C2/C(=O)C(=O)N(CCN(C)C)C2c2ccncc2)cc1 (stereo unspecified) | 2 | -8 | -2.6 | 1 | -17 | -1 | -2.2 | 10 | 2
CCOC(=O)c1cnn(-c2ccc(C(F)(F)F)cn2)c1N | 3 | -13 | 1.5 | 0 | 1 | 10 | 0.4 | -12 | -7
CCOc1ccc(NC(=O)CCC(=O)Nc2cc(OC)c(NC(=O)c3ccco3)cc2OC)cc1 | -2 | 1 | -3.2 | -20 | 36 | 1 | -2.4 | -6 | 6
O=C(CN1CCOCC1)Nc1ccc2c(c1)OCO2 | -2 | 0 | -2.5 | 4 | 16 | 4 | -2.6 | -24 | 3
COc1cc(OC)cc(C(=O)Nn2cnnc2)c1 | 4 | 36* | -1.8 | 0 | 17 | -3 | -1.7 | 7 | 6
COc1cc(NC(=S)NN2CCOCC2)cc(OC)c1 | 1 | -7 | 0.6 | -4 | · | -3 | -3.9 | · | ·
COCC(CN1CCN(C2=NS(=O)(=O)c3ccccc32)CC1)OC(=O)c1ccccc1 (stereo unspecified) | -2 | 5 | -1.6 | -16 | -9 | 4 | -2.7 | 10 | 4
O=C(CSc1nccn1Cc1ccco1)Nc1ccccc1C(F)(F)F | 3 | -5 | 1.9 | -14 | -5 | -1 | -0.6 | -12 | -1
CC(C)(C)NC(=O)CSc1nsc(SCC(=O)NC(C)(C)C)c1C#N | 2 | -4 | 0.7 | 0 | 17 | 6 | 0.6 | -8 | -6
CC(O)[C@H]1CNC(=O)C(=O)N1CCc1cccc2ccccc12 (stereo partly specified) | 3 | · | · | · | 13 | · | · | -2 | 7
CCOc1ccccc1C1NC(=O)CCC1[N+](=O)[O-] (stereo unspecified) | 3 | 0 | -0.3 | -4 | -6 | 1 | -4.2 | -1 | 4
CCN1CCN(C(=O)/C=C/c2cccc(Cl)c2)CC1 | 2 | 0 | -1.3 | 4 | 2 | 5 | -1.7 | 3 | 1
COc1ccc(CCNC(=O)c2c[nH]c3ccc(F)cc3c2=O)cc1OC | -3 | 0 | -0.5 | -11 | 4 | -28 | -2.4 | 2 | 5
CC(CCc1ccccc1)NC(=O)c1nnc(Cc2ccc(F)cc2)o1 (stereo unspecified) | 8 | -6 | -2.9 | -19 | -2 | -3 | -2.2 | -4 | 1
O=C(NC1CCCC1)C(c1ccccn1)N(C(=O)c1csnn1)c1ccccc1 (stereo unspecified) | 1 | -15 | -2.8 | -11 | -1 | -6 | -1.4 | -5 | -3
COc1ccc(-c2[nH]ncc2CN2CCCC(C(=O)c3ccc(OC)cc3OC)C2)cc1 (stereo unspecified) | 3 | -1 | -2.0 | 7 | -12 | -20 | -1.7 | -14 | 5
COc1ccccc1C1C([N+](=O)[O-])=CC([N+](=O)[O-])=CN1C (stereo unspecified) | -5 | -7 | 5.5 | -1 | 4 | 3 | -0.4 | -1 | 1
Cc1n[nH]c(C)c1CN(C)C(=O)C1CCC(=O)N(CCc2cccc(F)c2)C1 (stereo unspecified) | 2 | 1 | 2.3 | -12 | -6 | 18 | 1.9 | 1 | 0
CC(CCc1ccccc1)NC(=O)Cc1ccc([N+](=O)[O-])cc1 (stereo unspecified) | 3 | 3 | 0.3 | -1 | -5 | -1 | -4.2 | -1 | 1

Molecules listed so far that have a thiophene ring, fused or not, in the order listed:
SMILES | IDE cell activ | PfM18AAP inh | VIM-2 inhibitor | FID counter | UBC9 SUMO inh | NS3 helicase inh | IMP-1 inhibitor | pCIP destab | IDE cell inh
Cc1cc(-c2ccc(Br)s2)nc(-n2cccc2)n1 | -10 | 5 | -1.2 | 0 | 24 | 6 | -2.3 | -8 | ·
CCOC(=O)c1cc2sc(C)cc2n1CC(=O)N1CCc2ccccc21 | 7 | 5 | 0.8 | -4 | 15 | -9 | -1.5 | -10 | 4

Compound activity (PubChem)
